GAA glycogen: alters human alpha-glucosidase cleavage of glycogen; Potency, µM (doses to about 76.4 µM), for inactives: at the top dose activity change, negative = inhibition, usual class: inhibitors; recombinant GAA, glycogen substrate, Amplex Red glucose oxidase fluorescence; P10253; 300,000 tested, 0.38% active; active means well fitted inhibition curve with a large enough effect; inconclusive means small, poorly fitted or top-dose-only effect, or another doubt; inactive means no such curve, though single readings can be large or run the other way;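 further: 0% = full enzyme reaction and -100% = no-enzyme basal signal; the screen sought inhibitors and activators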
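Natural-substrate format: glycogen cleavage by 4 nM human enzyme, glucose read by Amplex Red coupling (Ex 573, Em 610 nm). Normalized to enzyme and no-enzyme controls.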
Active calls of the source: *; [ ] = another dose, or the depositor's remark. Potency means the concentration at half of the fitted maximal effect.

Screening CC(=O)N/C(=N/c1nc(C)cc(C)n1)Nc1cc(C)cc(C)c1 returned GAA glycogen 2%.
COc1ccc(CCNC(=O)CCc2c(C)c3cc4c(C)c(C)oc4cc3oc2=O)cc1 was read as GAA glycogen 14%[76.3 µM].
For CCOc1ccccc1NC(=O)C1CCCN1S(=O)(=O)c1ccc2c(c1)C(C)(C)C(=O)N2C (stereo not given) the results were GAA glycogen 15%[76.3 µM].
`CCC(=O)N1c2ccc(S(=O)(=O)N3CCN(c4cc(C)ccc4C)CC3)cc2CC1C` (stereo not given) gave GAA glycogen -3%[76.3 µM].
Screening COc1ccc(-c2cc(C(F)(F)F)nc(SCCC(=O)Nc3cccc(O)c3)n2)cc1 returned GAA glycogen -2%[76.3 µM].
Screening O=C(c1c(F)cccc1F)N1CCCC(c2nc(-c3ccc(Cl)cc3)no2)C1 (stereo not given) returned GAA glycogen -7%[76.3 µM].
For CC(C)c1ccc(NC(=O)c2ccc(NC3=NC4CS(=O)(=O)CC4S3)cc2)cc1 (stereo not given) the results were GAA glycogen 4%[76.3 µM].
Screening COc1ccc(N2CCN(C(=O)c3cccc(NC(=O)c4ccco4)c3)CC2)cc1 returned GAA glycogen -6%[76.3 µM].
`O=C(NC12CC3CC(CC(C3)C1)C2)c1ccc([N+](=O)[O-])o1` gave GAA glycogen 2%[76.3 µM].
For NC(=O)CC(NC(=O)c1ccc(Br)cc1)c1ccc(NC2CCCCCCC2)c([N+](=O)[O-])c1 (stereo not given) the results were GAA glycogen 5%[76.3 µM].
Screening COc1ccc(CC(=O)Nc2cccnc2)cc1 returned GAA glycogen 5%[76.3 µM].
Screening CCN(Cc1ccccc1)c1nc2c(S(=O)(=O)c3ccccc3)nnn2c2ccc(Cl)cc12 returned GAA glycogen 11%[76.3 µM].
CCOc1ccccc1/C=N/n1nnnc1N was read as GAA glycogen -1%[76.3 µM].
COc1ccc(S(=O)(=O)c2c(C(=O)c3ccc(C)c(C)c3)cnc3ccc(F)cc23)cc1 was read as GAA glycogen -5%[76.3 µM].
For COc1ccc(C(=O)OCC(=O)NCCCc2ccccc2)c(OC)c1 the results were GAA glycogen 2%.
Screening CCN(CC)CCN1C(=O)/C(=C\c2ccc(Cl)c([N+](=O)[O-])c2)SC1=Nc1ccc(OC)cc1 returned GAA glycogen -21%.
Screening Cc1ccc(-n2nc3c(=O)n(C(C)C(=O)NCc4ccco4)nc(C)c3c2C)cc1 (stereo not given) returned GAA glycogen -1%[76.3 µM].
`COc1ccc(CCNC(=O)c2ccc3nc4cc(Cl)ccc4c(=O)n3c2)cc1OC` gave GAA glycogen -10%.
For COc1ccc(C(=O)/C=C/Nc2ccc(S(=O)(=O)Nc3cc(OC)nc(OC)n3)cc2)c(OC)c1 the results were GAA glycogen -2%.
`CC(=O)Nc1ccc2c(c1)nc(C)n2-c1ccccc1` gave GAA glycogen 2%[76.3 µM].
For CCOC(=O)c1ccc(NC(=O)CSc2nc(-c3ccc(F)cc3)cc(C(F)(F)F)c2C#N)cc1 the results were GAA glycogen -9%[76.3 µM].
For CCCC(=O)NC(c1ccc(Cl)cc1)c1ccc2cccnc2c1O (stereo not given) the results were GAA glycogen 0%[76.3 µM].
`Cc1ccc(NC(=O)Cn2c(=O)n(-c3ccc(Cl)c(Cl)c3)c(=O)c3c(C)c(C)sc32)c(C)c1` gave GAA glycogen -1%[76.3 µM].
`Cc1ccc(OCCNC(=O)c2ccc3c(c2)OCO3)cc1` gave GAA glycogen 2%[76.3 µM].
Screening CCN(C(=O)C(=O)Nc1ccc2nc3n(c(=O)c2c1)CCCCC3)c1ccc(F)cc1 returned GAA glycogen -2%[76.3 µM].
`CCN(CC)S(=O)(=O)c1ccc2c(c1)c(=O)c(C(=O)N1CCN(c3ccc(F)cc3)CC1)cn2C` gave GAA glycogen -25%[76.3 µM].
Screening CCOC(=O)C1CCN(Cc2ccc(-c3ccccc3)cc2)CC1 returned GAA glycogen -11%[76.3 µM].
Screening O=C(CC1C(=O)N(c2ccccc2)C(=O)N1Cc1ccc2c(c1)OCO2)Nc1ccccc1 (stereo not given) returned GAA glycogen -15%[76.3 µM].
Screening O=C(CCc1ccccc1)NNC(=O)Nc1ccc(F)c(Cl)c1 returned GAA glycogen -2%[76.3 µM].
`COc1ccc(C(=O)N2CCN(c3ccc(NC(=O)Cc4ccccc4)cc3)CC2)cc1` gave GAA glycogen -1%[76.3 µM].
Screening CCc1nn(CC(=O)N2CCN(c3ccc(OC)cc3)CC2)c(=O)c2cc3occc3n12 returned GAA glycogen -17%[76.3 µM].
`CCCCOc1ccc(C(=O)Nc2onc3c2CCCC3)cc1` gave GAA glycogen 3%[76.3 µM].
`COc1ccc(C(=O)O)cc1S(=O)(=O)N1CCSCC1` gave GAA glycogen 0%[76.3 µM].
For Cc1ccc([N+](=O)[O-])cc1S(=O)(=O)N1CCCN(C)CC1 the results were GAA glycogen 9%.
Screening Cc1cc(C(=O)COC(=O)c2ccccc2NCCO)c(C)n1CC1CCCO1 (stereo not given) returned GAA glycogen -1%[76.3 µM].
`COc1ccc(COC(=O)C2=C(C)NC(=O)NC2c2cc(Br)c(O)c(OC)c2)cc1` (stereo not given) gave GAA glycogen 2%[76.3 µM].
Cc1cccc(-n2c(C)c(-c3ccccc3)[nH]c2=S)c1 was read as GAA glycogen inconclusive.
For N#CCc1nn(Cc2ccc(F)cc2)c(=O)c2ccccc12 the results were GAA glycogen 0%.
Screening CCCSc1ncc(Cl)c(C(=O)Nc2ccc(S(=O)(=O)N3CCCC(C)C3)cc2)n1 (stereo not given) returned GAA glycogen 11%[76.3 µM].
COc1ccc(Cl)cc1NC(=O)CSc1nnc(C)n2c1cc1sccc12 was read as GAA glycogen 12%[76.3 µM].
Screening COc1ccc(C2NC(=O)CCC2[N+](=O)[O-])cc1 (stereo not given) returned GAA glycogen 17%[76.3 µM].
COc1ccc(N(CC(=O)Nc2cc(OC)cc(OC)c2)S(=O)(=O)c2c(C)noc2C)cc1 was read as GAA glycogen -10%[76.3 µM].
Cc1cccc(N2CCN(C(=O)C3CC(=O)N(C4CCCC4)C3)CC2)c1C (stereo not given) was read as GAA glycogen 4%[76.3 µM].
Screening COc1ccc(C(=O)n2nc(C)c(Br)c2C)cc1OC returned GAA glycogen -1%.
Cn1c(=O)c2c(nc3n2CC(O)CN3c2ccc(O)cc2)n(C)c1=O (stereo not given) was read as GAA glycogen inconclusive.
CCSc1nnc2n(-c3cccc(C)c3)c(=O)c3c4c(sc3n12)CCCC4 was read as GAA glycogen 14%[76.3 µM].
CCCS(=O)(=O)c1ncc(Cl)c(C(=O)N(Cc2ccccc2)Cc2ccco2)n1 was read as GAA glycogen -11%[76.3 µM].
O=C(C1CC(=O)N(c2ccc(F)cc2)C1)N1CCCCCC1 (stereo not given) was read as GAA glycogen -10%.
`O=C(CSc1ccc(F)cc1)Nc1ccc(N2CCOCC2)c(Cl)c1` gave GAA glycogen 8%[76.3 µM].
For COC(=O)COc1ccc2oc(=O)cc(-c3cc4ccccc4o3)c2c1 the results were GAA glycogen -2%[76.3 µM].
`COc1ccc(-c2noc(-c3ccc(N4CCOCC4)c([N+](=O)[O-])c3)n2)cc1` gave GAA glycogen -4%[76.3 µM].
CCOc1ccc(CC(=O)Nc2c(C(=O)c3ccccc3)oc3ccc(OC)cc23)cc1OCC was read as GAA glycogen 10%[76.3 µM].
Screening CC(c1ccccc1)N1C(=O)c2ccc(C(=O)Nc3ccccc3C(=O)O)cc2C1=O (stereo not given) returned GAA glycogen -13%[76.3 µM].
For CCOc1ccc(NC(=O)COc2ccc3c(c2)OCO3)cc1 the results were GAA glycogen 13%.
Screening CC1CCN(C(=O)CS(=O)(=O)Cc2ccccc2)CC1 returned GAA glycogen 3%.
Screening COc1ccc(N2CC(C(=O)Nc3nnc(SCC(=O)N4CCCC4)s3)CC2=O)cc1 (stereo not given) returned GAA glycogen 1%[76.3 µM].
`CC1CCN(C(=O)c2ccc3c(c2)OCO3)CC1` gave GAA glycogen 1%[76.3 µM].
For COc1ccccc1NC(=O)CSc1n[nH]c(-c2ccccn2)n1 the results were GAA glycogen 3%.
`Cc1cccc(-n2ncc3c2CCCC3NC(=O)C2(C(N)=O)CC2)c1C` (stereo not given) gave GAA glycogen 1%[76.3 µM].
`CCOC(=O)c1c(-c2ccc(C)cc2)csc1NC(=O)c1ccc(C(C)(C)C)cc1` gave GAA glycogen 8%[76.3 µM].
For Cc1nc(-c2ccc(F)cc2)c(CC(=O)N2CCN(S(=O)(=O)c3ccc(F)cc3)CC2)s1 the results were GAA glycogen 1%[76.3 µM].
Screening Cc1cc(F)ccc1NC(=O)c1csc2c1CCC(C)C2 (stereo not given) returned GAA glycogen inconclusive.
`CCOc1ccccc1C(=O)Nc1ccc(S(=O)(=O)Nc2nccc(C)n2)cc1` gave GAA glycogen -1%[76.3 µM].
Screening C/C=C/c1ccc(OCCCCN(C)Cc2ccccc2)c(OC)c1 returned GAA glycogen -1%[76.3 µM].
`O=C(Nc1c[nH]c(=O)[nH]c1=O)c1ccccc1Cl` gave GAA glycogen -11%[76.3 µM].
Screening O=C(CSc1nnc(CNC(=O)c2cccc(C(F)(F)F)c2)o1)NC1CCCC1 returned GAA glycogen 0%[76.3 µM].
For NC(=O)c1nn2c(C(F)(F)F)cc(-c3ccccc3)nc2c1Br the results were GAA glycogen -2%[76.3 µM].
Screening CCCSCCCNC(=O)CN1C(=O)COc2ccc(S(=O)(=O)N3CCC(C)CC3)cc21 returned GAA glycogen -11%[76.3 µM].
Screening CCOc1cc(C(=O)Nc2ccc(S(=O)(=O)Nc3cc(OC)nc(OC)n3)cc2)cc(OCC)c1OCC returned GAA glycogen 7%[76.3 µM].
`Fc1ccccc1-c1csc(-c2cccnc2)n1` gave GAA glycogen 1%.
For O=C(NNc1ccc([N+](=O)[O-])cc1)c1ccco1 the results were GAA glycogen 1%[76.3 µM].
COc1ccc(CN2COc3ccc4c(-c5ccccc5)cc(=O)oc4c3C2)cc1OC was read as GAA glycogen 9%[76.3 µM].
Screening CCc1ccc(OC)c(S(=O)(=O)N2CCN(C(=O)c3ccco3)CC2)c1 returned GAA glycogen -1%[76.3 µM].
Screening Cc1cc(C(=O)NNC(=O)/C=C/c2ccccc2Cl)c(C)o1 returned GAA glycogen 5%[76.3 µM].
CC(C)NS(=O)(=O)c1ccc(NC(=O)c2cccnc2)cc1 was read as GAA glycogen 21%[76.3 µM].
`CCCSc1ncc(Cl)c(C(=O)Nc2sc3c(c2C(=O)NCCOC)CCCC3)n1` gave GAA glycogen 2%[76.3 µM].
COc1ccc(C2=NS(=O)(=O)N(C)C(C(=O)N(C)Cc3ccccc3)=C2)cc1 was read as GAA glycogen 14%[76.3 µM].
Screening COc1ccc(-c2noc(N3CCC(C(=O)Nc4ccccc4Cl)CC3)n2)cc1 returned GAA glycogen 13%[76.3 µM].
Screening CCN(CC)c1ccc(NC(=O)c2ccc3c(c2)OCO3)cc1 returned GAA glycogen -4%[76.3 µM].
For Fc1cccc(NC(=S)NNc2ccccc2)c1 the results were GAA glycogen inconclusive.
CCn1nc(C)c(CNC(=O)c2cc(COc3ccccc3SC)on2)c1C was read as GAA glycogen -3%[76.3 µM].
Screening O=C(NC1CCN(S(=O)(=O)c2cccc(F)c2)CC1)c1cccc(F)c1 returned GAA glycogen 3%[76.3 µM].
`COC(=O)c1ccc(NC(=O)CCc2c(C)nc3c(c(C)nn3C(C)(C)C)c2C)cc1` gave GAA glycogen -7%[76.3 µM].
`COC(=O)c1ccc(NC(=O)c2c(-c3ccccc3)c(-c3ccccc3)nn(C)c2=O)cc1` gave GAA glycogen 15%[76.3 µM].
For O=C1[C@@H]2Cc3c([nH]c4ccccc34)CN2C(=O)CN1CCO the results were GAA glycogen 5%.
For Cc1ccc(S(=O)(=O)Nc2cc3c(cc2N2CCOCC2)n(C)c(=O)n3C)c(C)c1 the results were GAA glycogen 22%[76.3 µM].
Screening O=C(NCCc1ccc(Cl)cc1)c1ccc(Br)s1 returned GAA glycogen -3%[76.3 µM].
For O=C(N/N=C/C(Br)=C/c1ccccc1)c1ccc([N+](=O)[O-])cc1 the results were GAA glycogen 0%[76.3 µM].
For CCN1C(=O)CSC1=Nc1ccc(OC)cc1 the results were GAA glycogen -8%[76.3 µM].

Retrieved by compound from the list above, 3 records:
`COc1ccc(C(=O)N2CCN(c3ccc(NC(=O)Cc4ccccc4)cc3)CC2)cc1` gave GAA glycogen -1%[76.3 µM].
`COc1ccc(CCNC(=O)c2ccc3nc4cc(Cl)ccc4c(=O)n3c2)cc1OC` gave GAA glycogen -10%.
For CCOc1ccc(NC(=O)COc2ccc3c(c2)OCO3)cc1 the results were GAA glycogen 13%.

Grouped by structure, the entries above with a furan ring, fused or not
COc1ccc(CCNC(=O)CCc2c(C)c3cc4c(C)c(C)oc4cc3oc2=O)cc1 was read as GAA glycogen 14%[76.3 µM].
Screening COc1ccc(N2CCN(C(=O)c3cccc(NC(=O)c4ccco4)c3)CC2)cc1 returned GAA glycogen -6%[76.3 µM].
`O=C(NC12CC3CC(CC(C3)C1)C2)c1ccc([N+](=O)[O-])o1` gave GAA glycogen 2%[76.3 µM].
Screening Cc1ccc(-n2nc3c(=O)n(C(C)C(=O)NCc4ccco4)nc(C)c3c2C)cc1 (stereo not given) returned GAA glycogen -1%[76.3 µM].
Screening CCc1nn(CC(=O)N2CCN(c3ccc(OC)cc3)CC2)c(=O)c2cc3occc3n12 returned GAA glycogen -17%[76.3 µM].
CCCS(=O)(=O)c1ncc(Cl)c(C(=O)N(Cc2ccccc2)Cc2ccco2)n1 was read as GAA glycogen -11%[76.3 µM].
For COC(=O)COc1ccc2oc(=O)cc(-c3cc4ccccc4o3)c2c1 the results were GAA glycogen -2%[76.3 µM].
CCOc1ccc(CC(=O)Nc2c(C(=O)c3ccccc3)oc3ccc(OC)cc23)cc1OCC was read as GAA glycogen 10%[76.3 µM].
For O=C(NNc1ccc([N+](=O)[O-])cc1)c1ccco1 the results were GAA glycogen 1%[76.3 µM].
Screening CCc1ccc(OC)c(S(=O)(=O)N2CCN(C(=O)c3ccco3)CC2)c1 returned GAA glycogen -1%[76.3 µM].
Screening Cc1cc(C(=O)NNC(=O)/C=C/c2ccccc2Cl)c(C)o1 returned GAA glycogen 5%[76.3 µM].

Screening data from PubChem BioAssay.

This is a subset; count on the stated rates, not on these rows.
